PAFAH1B3 inh – inhibitors of human PAFAH1B3. inhibition, % at 3.39 µM. recombinant PAFAH1B3, FP-rhodamine probe, fluorescence polarization. hit rate 0.28% among 340,000. Q15102;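 active means inhibition above the screen-wide average of all tested compounds plus 3 SD, cut at about 25% in these data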;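 further: 0% = enzyme with DMSO only and 100% = wells lacking PAFAH1B3 protein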
PAFAH2 inh – PAFAH2 (human) inhibition. recombinant PAFAH2, FP-rhodamine activity probe, fluorescence polarization. AID 492956. hit rate 0.99% among 340,000. Q99487. inhibition, % at 3.39 µM;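 active means inhibition above the mean over all tested compounds plus 3 SD, cut at about 30% in these data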;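 further: inhibitors block probe labeling of enzyme so polarization drops; 0% = enzyme with DMSO and 100% = wells lacking PAFAH2 protein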
pPAFAH FP inh – inhibitors of human plasma PAF acetylhydrolase (pPAFAH) | Q13093 | recombinant pPAFAH, FP-rhodamine probe fluorescence polarization | inhibition, % at 3.39 µM | hit rate 1.5% among 330,000;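 active means inhibition above the mean inhibition across the screen plus 3 SD, cut at about 25% in these data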;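 further: inhibitors block binding of the rhodamine activity-based probe so polarization drops; 0% = enzyme with DMSO and 100% = wells lacking pPAFAH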
PAFAH1B2 inh – inhibitors of human PAFAH1B2 | recombinant PAFAH1B2, FP-rhodamine activity probe, fluorescence polarization | inhibition, % at 3.39 µM | hit rate 1.2% among 340,000 | P68402;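 active means inhibition above the mean of all tested compounds plus 3 SD, cut at about 24% in these data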;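 further: 0% = enzyme with DMSO and 100% = wells lacking PAFAH1B2; many of its hits are not listed in these tables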
Target sequence (P68402 whole entry, looked up): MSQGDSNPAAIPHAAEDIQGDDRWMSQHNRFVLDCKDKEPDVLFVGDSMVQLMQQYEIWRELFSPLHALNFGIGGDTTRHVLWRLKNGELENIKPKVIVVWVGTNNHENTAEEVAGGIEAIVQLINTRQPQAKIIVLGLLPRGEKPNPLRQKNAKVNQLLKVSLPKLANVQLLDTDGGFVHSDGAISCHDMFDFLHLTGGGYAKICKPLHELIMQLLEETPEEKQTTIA
LYPLA1 counter – counter-screen for PME1 inhibitors: inhibitors of human LYPLA1; O75608; recombinant LYPLA1, FP-Rh probe fluorescence polarization; inhibition, % at 5.9 µM; hit rate 0.16% among 320,000; AID 2174;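 active means inhibition above the mean of all tested compounds plus 3 SD, set per campaign, cut at about 14% in these data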;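 further: inhibitors block serine hydrolase probe labeling of LYPLA1 so polarization falls; 0% = enzyme with DMSO and 100% = wells lacking LYPLA1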
PAD4 FP inh – PAD4 (human) enzyme inhibition; Q9UM07; recombinant PAD4, RCA probe fluorescence polarization; inhibition, % at 6.36 µM; hit rate 0.41% among 330,000; AID 485272;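 active means percent inhibition above a cutoff equal to the mean of all tested compounds plus 3 SD, cut at about 15% in these data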;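 further: 0% = PAD4 with RCA probe and DMSO and 100% = probe without PAD4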
Target sequence (Q9UM07 whole entry, looked up): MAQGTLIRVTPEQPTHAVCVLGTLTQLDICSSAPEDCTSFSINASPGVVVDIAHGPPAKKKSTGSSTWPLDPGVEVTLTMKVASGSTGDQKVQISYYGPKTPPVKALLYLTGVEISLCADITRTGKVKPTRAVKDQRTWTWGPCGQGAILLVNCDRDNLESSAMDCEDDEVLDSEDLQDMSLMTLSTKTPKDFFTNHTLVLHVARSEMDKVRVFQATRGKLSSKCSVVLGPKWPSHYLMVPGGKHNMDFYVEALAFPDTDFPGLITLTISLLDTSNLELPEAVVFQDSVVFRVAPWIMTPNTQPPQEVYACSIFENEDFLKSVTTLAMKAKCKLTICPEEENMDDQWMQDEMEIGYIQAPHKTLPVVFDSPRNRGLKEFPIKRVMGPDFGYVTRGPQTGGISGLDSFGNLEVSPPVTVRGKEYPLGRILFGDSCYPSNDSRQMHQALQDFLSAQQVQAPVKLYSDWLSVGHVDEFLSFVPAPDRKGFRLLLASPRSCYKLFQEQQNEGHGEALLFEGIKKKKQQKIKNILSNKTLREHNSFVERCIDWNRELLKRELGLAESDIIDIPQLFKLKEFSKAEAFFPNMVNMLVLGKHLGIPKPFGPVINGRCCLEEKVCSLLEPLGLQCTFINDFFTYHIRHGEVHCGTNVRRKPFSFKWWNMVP
Fam108B counter – Fam108B inhibition, counter-screen for RBBP9 inhibitors; recombinant Fam108B, FP-Rh probe fluorescence polarization; inhibition, % at 9.51 µM; hit rate 0.33% among 300,000; AID 1947;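 active means inhibition above the screen mean inhibition plus 3 SD, computed separately per campaign, cut at about 18% in these data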;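 further: inhibitors lower polarization as less probe binds the enzyme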
GSTO1 counter – GSTO1 inhibition, counter-screen for RBBP9 inhibitors. inhibition, % at 5.96 µM. P78417. AID 1974. recombinant GSTO1, activity-based probe fluorescence polarization. hit rate 1.1% among 300,000;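 active means inhibition above the campaign mean inhibition plus 3 SD, cut at about 35% in these data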;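 further: 0% = GSTO1-1 with DMSO and 100% = wells lacking GSTO1-1 enzyme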
PME-1 inh – blocks human protein phosphatase methylesterase 1; hit rate 0.53% among 320,000; Q9Y570; inhibition, % at 5.9 µM; recombinant PME-1, FP-Rh probe fluorescence polarization; AID 2130;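 active means inhibition above the campaign mean of all compounds plus 3 SD, cut at about 26% in these data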;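 further: competitive labeling of PME-1 active site by serine hydrolase directed probe; 0% = PME-1 with DMSO and 100% = wells lacking PME-1 enzyme; inhibitors block probe labeling so polarization falls and inhibition rises; many of its hits are not listed in these tables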
The depositor's hits bear a star; . = not tested or not shown. Some of the compounds tested; rates above refer to the full screens.

SMILES	PAFAH1B3 inh	PAFAH2 inh	pPAFAH FP inh	PAFAH1B2 inh	LYPLA1 counter	PAD4 FP inh	Fam108B counter	GSTO1 counter	PME-1 inh
CCOc1ccc(S(=O)(=O)N2CCCCC2)cc1NC(=O)C1COc2ccccc2O1 (centres undefined)	8	10	0	4	-5	-4	.	.	8
CCc1cccc2c(C(=S)N3CCOCC3)c[nH]c12	-9	-4	5	3	-1	0	1	2	3
O=[N+]([O-])c1cc2c(c(CSc3nnc4ccccn34)c1)OCOC2	3	-1	4	3	4	1	2	-6	3
O=S(=O)(/N=C(/Nc1ccc(F)cc1F)c1ccc(Cl)cc1)c1ccccc1	4	-4	5	-1	2	-2	-1	-7	3
O=C(COc1ccc(S(=O)(=O)N2CCOCC2)cc1Cl)N1CCOCC1	-1	2	2	2	0	-4	1	-4	-3
O=C(CCc1nnc(CCCc2ccccc2)o1)NCCN1CCOC1=O	-4	-3	-2	-1	1	6	0	3	-3
COc1cccc(Nc2nn3c(=O)c4ccccc4nc3s2)c1	-2	0	-1	3	-4	2	.	.	12
CCOC(=O)Cn1c(=O)c(C#N)cn(C(C)C)c1=O	.	.	-2	.	0	-2	2	3	-2
COC(=O)c1sc(S(=O)(=O)NC(C)C(=O)O)c(C(=O)OC)c1C (centres undefined)	9	8	-3	4	-1	2	1	3	-7
CC(=O)c1cc2c(=O)c3cc(C)ccc3oc2nc1C	1	-8	-3	0	3	2	-3	7	0
COc1ccc(CN(C)C(=O)[C@H](Cc2ccccc2)NC(=O)c2ccco2)c(OC)c1	9	-4	2	5	-1	0	.	.	2
O=S1(=O)CC2SC(=S)N(Cc3ccccc3)C2C1 (centres undefined)	.	.	0	.	0	0	1	4	5
O=C(O)c1ccc(CSc2nc(-c3ccc(Cl)cc3)cc(C(F)(F)F)n2)cc1	-5	-1	-2	-5	-22	-4	-8	-20	-19
O=C(O)c1cc(S(=O)(=O)N2CCCCC2)ccc1F	3	4	-2	3	1	5	2	10	-2
O=C(CS(=O)(=O)Cc1ccccc1)Nc1nc2ccccc2s1	6	17	6	7	-2	-11	4	-9	-8
Cc1cc(-c2nn(-c3ccccc3F)cc2CN2CCC(C(N)=O)CC2)c(C)s1	1	0	2	-1	3	-2	-3	9	-4
NC(=O)NCc1cccc(Cl)c1	-4	-12	1	8	-1	-1	3	5	1
Fc1ccc(Sc2nc(-c3ccccc3)nnc2C(F)(F)F)cc1	-6	-5	7	0	2	0	-2	-4	-7
COc1ccc(-n2cc(CNCCc3cnc[nH]3)c(-c3cccc(F)c3)n2)cc1	1	3	5	-5	0	-1	-1	-5	-5
O=S(=O)(Nc1ccc(-c2nc3cccnc3s2)cc1)c1cc(F)ccc1F	1	8	5	1	6	-10	-1	5	9
CCc1nnc(NC(=O)c2cc(C)nc3ccccc23)s1	2	5	2	1	-4	-4	1	-18	3
Cc1ccc(S(=O)(=O)NCc2ccccc2)s1	6	-3	0	2	2	5	2	-2	0
CCC(=O)Nc1nc2ccc3sc(C)nc3c2s1	-2	-3	-1	3	2	2	1	-8	-2
CC1CC(C)CN(S(=O)(=O)CCNC(=O)c2ccc3c(c2)OCO3)C1 (centres undefined)	7	3	1	4	1	-5	0	7	-2
N/C(=N\OC(=O)c1ccccc1)c1ccncc1	0	0	3	3	4	2	2	1	-1
Cc1[nH]c2ccccc2c1C(=O)C(=O)NCCOc1ccccc1	9	-3	-2	4	-2	-1	-2	6	3
O=C(O)CC/C(=N\NC(=O)c1ccncc1)c1ccccc1	5	3	2	1	-1	0	-1	0	-2
COc1ccc(CCN(C)C(=O)COc2cccc(-n3cnnn3)c2)cc1OC	7	11	-7	5	.	-1	.	.	.
Cc1ccc(N(C(=O)c2csnn2)C(C(=O)NC2CCCCC2)c2ccccn2)cc1C (centres undefined)	5	2	-1	9	-1	-1	3	0	3
CCCn1c(N2CCN(CC(=O)NCc3cccs3)CC2)nc2ccccc21	1	-9	10	9	-2	-2	4	4	9
CCOC(=O)c1ccc(NC(=O)NC2CC3CCC(C2)N3)cc1 (centres undefined)	-1	-4	2	-2	3	2	1	-3	5
CC(=O)Nc1ccc(S(=O)(=O)c2ccc(C)cc2)cc1	14	7	-3	25*	0	-1	0	-1	3
O=C(Oc1c(Br)cc(C(=S)N2CCOCC2)cc1Br)c1ccc(Cl)cc1	2	4	5	-6	-2	-3	-2	-1	-5
CCCCn1c(SCc2nc3ccccc3s2)nc2cc(S(N)(=O)=O)ccc21	-2	-9	6	-2	-2	0	-2	-16	15
O=C(NC1CCCN(Cc2ccccc2F)C1)c1cccc(N2CCCC2=O)c1 (centres undefined)	1	4	-8	5	-2	-2	-5	-2	3
O=C1OC(c2ccccc2)=C/C1=C\N1CCOCC1	-11	7	13	3	2	-4	-1	-5	-2
CCSc1ccccc1C(=O)NCCc1ccccc1	10	-5	1	7	3	6	0	8	3
COc1ccc(C(=O)/C=C/c2ccc(O)cc2)c2c1CC(O)C(C)(C)O2 (centres undefined)	-3	-4	1	0	.	-5	.	.	.
Cc1ccc(/C=N/Nc2cc(C)nc(NCc3ccccc3)n2)cc1	8	5	-7	8	-4	1	-3	-13	0
Cc1nn(C)cc1-c1csc(N)n1	8	0	-2	8	-1	2	-1	5	3
Cc1cccc(C(=O)Oc2cc(C)[nH]c(=O)c2[N+](=O)[O-])c1	5	4	2	4	0	-3	-2	3	-1
O=C(CCN1C(=O)C2CCCCC2C1=O)Nc1ccc(OC(F)F)cc1 (centres undefined)	7	1	5	-1	4	1	1	-3	-1
O=C(NC(=S)Nc1nc(-c2ccccc2)cs1)c1cncc(Br)c1	-1	-2	2	4	-4	4	1	2	-7
O=C(Nc1nc(N2C(=O)c3ccccc3C2=O)n(-c2ccccc2)n1)c1ccc(F)cc1	13	0	5	6	-5	6	-1	10	-5
O=C(Nc1cc(S(=O)(=O)N2CCOCC2)ccc1O)c1ccco1	3	57*	5	4	-1	-3	-3	1	1
O=S(=O)(NCC(c1ccco1)N1CCN(c2ccccc2F)CC1)c1ccccc1 (centres undefined)	0	9	11	5	1	2	3	5	-1
Cn1cc(CNC(=O)c2cc(-c3ccc(Br)cc3)nc3ccccc23)cn1	9	-9	6	5	-2	-1	-7	-1	-6
CC(C)(C)NC(=O)c1c(F)c(F)c(F)c(F)c1F	19	1	4	7	1	1	0	5	2
O=C1NC[C@H](c2ccccc2)OC(=O)[C@@H](Cc2ccc(F)cc2)C/C=C\C[C@H]1CC(=O)N(CCO)Cc1ccccc1	11	3	0	16	.	0	.	.	.
Cc1ccc2c(c1)c1ncnc(N3CCc4ccccc4C3)c1n2C	.	.	3	.	-3	-1	-2	0	2
Other results follow.
SMILES	PAFAH1B3 inh	PAFAH2 inh	pPAFAH FP inh	PAFAH1B2 inh	LYPLA1 counter	PAD4 FP inh	Fam108B counter	GSTO1 counter	PME-1 inh
COC(=O)c1csc2c(C(F)(F)F)cc(N3CCN(C(=O)Nc4ccccc4)CC3)nc12	3	1	-2	-1	-1	2	2	2	-4
CC1CC1C(=O)N1CCN(S(=O)(=O)c2cccc(F)c2)CC1 (centres undefined)	6	8	2	2	2	-4	-5	-2	1
O=S(c1ccsc1)c1ccsc1	9	-4	2	9	-1	0	-4	1	-1
CC(=O)c1ccc(NC(=O)Cn2nc(C)c([N+](=O)[O-])c2C)cc1	1	4	-1	2	-2	-5	-1	13	4
CCCS(=O)(=O)N1CCCC(C(=O)Oc2ccc(OC)cc2)C1 (centres undefined)	0	-1	2	7	2	1	4	6	1
COc1ccc([C@@H]2[C@@H]3C(=O)N(C(C)(C)C)C(=O)[C@@H]3[C@]3(C)C(=O)N(c4cccc(C)c4)C(=O)N23)cc1	-3	10	1	0	0	-1	8	0	5
O=C(NC1CCN(Cc2ccc(Cl)cc2)CC1)c1cn(-c2ccccc2)nc1-c1cccnc1	0	-3	-2	0	-3	-4	.	.	11
O=C(COc1ccc2c(c1)CCC2)NCc1ccccc1	8	2	2	7	0	-5	0	12	4
CC(=O)c1ccc(NC2OC(C)C(O)C(O)C2O)cc1 (centres undefined)	0	-5	-2	-3	-3	3	-3	-7	0
Cc1csc(NC(=O)CSc2nc(C)cs2)n1	0	-6	1	11	2	-3	2	-4	-1
Cn1c(C(=O)N2CCN(c3ccc(Cl)cc3)CC2)cc2c(=O)[nH]c3ccccc3c21	1	-17	11	-6	-4	-4	0	-2	4
Cc1ccccc1C(=O)Nc1nnc(-c2ccc(C(C)(C)C)cc2)s1	3	-3	-4	5	-4	-3	-2	1	9
CCOc1cc(CNCc2cccnc2)ccc1OCC(=O)NC(C)(C)C	2	-4	2	2	-1	1	4	5	0
CN=C1S/C(=C\c2cccc(Cl)c2Cl)C(=O)N1C	.	.	9	.	1	-1	-2	3	3
CCN(CC)C(=O)COc1ccc(S(=O)(=O)N2CCOCC2)cc1	2	-1	-9	4	-1	-6	-5	-1	-9
Cc1ccc(CNC(=O)c2ccc(N3CCC4(CC3)CC(c3cccc(Br)c3)=NO4)c(N)c2)cc1	6	-12	10	-1	-4	-3	-6	3	-2

12 entries already listed, ordered by number of heavy atoms, falling.
SMILES	PAFAH1B3 inh	PAFAH2 inh	pPAFAH FP inh	PAFAH1B2 inh	LYPLA1 counter	PAD4 FP inh	Fam108B counter	GSTO1 counter	PME-1 inh
COc1ccc([C@@H]2[C@@H]3C(=O)N(C(C)(C)C)C(=O)[C@@H]3[C@]3(C)C(=O)N(c4cccc(C)c4)C(=O)N23)cc1	-3	10	1	0	0	-1	8	0	5
O=C(NC1CCN(Cc2ccc(Cl)cc2)CC1)c1cn(-c2ccccc2)nc1-c1cccnc1	0	-3	-2	0	-3	-4	.	.	11
CCOc1cc(CNCc2cccnc2)ccc1OCC(=O)NC(C)(C)C	2	-4	2	2	-1	1	4	5	0
Cc1ccccc1C(=O)Nc1nnc(-c2ccc(C(C)(C)C)cc2)s1	3	-3	-4	5	-4	-3	-2	1	9
CCN(CC)C(=O)COc1ccc(S(=O)(=O)N2CCOCC2)cc1	2	-1	-9	4	-1	-6	-5	-1	-9
CCCS(=O)(=O)N1CCCC(C(=O)Oc2ccc(OC)cc2)C1 (centres undefined)	0	-1	2	7	2	1	4	6	1
CC1CC1C(=O)N1CCN(S(=O)(=O)c2cccc(F)c2)CC1 (centres undefined)	6	8	2	2	2	-4	-5	-2	1
O=C(COc1ccc2c(c1)CCC2)NCc1ccccc1	8	2	2	7	0	-5	0	12	4
CC(=O)c1ccc(NC2OC(C)C(O)C(O)C2O)cc1 (centres undefined)	0	-5	-2	-3	-3	3	-3	-7	0
CN=C1S/C(=C\c2cccc(Cl)c2Cl)C(=O)N1C	.	.	9	.	1	-1	-2	3	3
Cc1csc(NC(=O)CSc2nc(C)cs2)n1	0	-6	1	11	2	-3	2	-4	-1
O=S(c1ccsc1)c1ccsc1	9	-4	2	9	-1	0	-4	1	-1

From PubChem
